# KLF5 inh: KLF5 expression inhibitors, primary screen, DLD-1 cells, luminescence. DLD-1 KLF5 promoter-luciferase reporter. inhibition, % at 5 µM. actives 0.23% (n = 290,000);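 active = inhibition above a per-plate limit of that plate's mean compound inhibition plus 3 SD, cut at about 60% in these data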;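 note: 0% = DMSO wells and 100% = LY294002 at 200 µM; higher means less KLF5 promoter-driven luciferase light; inactives centre near -14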
# HSF1 inh: HSF1 inhibitors in luciferase reporter cells, primary screen, cell-based, NIH3T3, luminescence; NIH3T3-HGL HSE-luciferase, MG132-induced, luminescence 8 h; hits give low values; activity change, negative = inhibition, % at 7.5 µM (by protocol); actives 0.77% (n = 300,000); AID 2098, 2009;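 active = more than half of replicate wells show activity change below -50%, luminescence cut by over half; inconclusive = some wells, but at most half, below -50%; inactive = no replicate well below -50%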;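 note: luciferase reports HSF-1 transcriptional activity via heat shock element; 0% = median of DMSO wells and -100% = zero luminescence signal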
# AI-2 QS mod: Vibrio harveyi AI-2 quorum sensing modulators, primary screen, JMH597 strain, luminescence/OD600 ratio. actives 0.4% (n = 300,000). AID 2094, 2009. Vibrio harveyi JMH597 AI-2 luminescence/OD600 ratio, 9 h; hits give low values; strain lacks LuxN and CqsS sensors; 0 = neutral-control median. activity change, % at 7.5 µM; in the data active = activity change below about -75%, passing the limit was not always enough; inconclusive = no clear call, values can overlap the other calls;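 note: luminescence divided by OD600 gain over 9 h not by final OD600 alone; inactives centre near 13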
# IEC-6 cytotox: cytotoxicity in IEC-6 intestinal epithelial cells, primary screen, cytotoxicity control for KLF5 inhibitor project, cell-based, luminescence. IEC-6 cytotoxicity, luminescence viability. inhibition, % at 5 µM. actives 0.78% (n = 290,000). AID 1825, 2009; in the data active = inhibition above about 22%;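 note: 0% = plate median of test compound wells and 100% = cytotoxic reference compound wells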
# SKKanGAS inh: S. pyogenes SKKanGAS growth inhibitors in kanamycin, primary screen, streptokinase expression inhibitor project, SKKanGAS strain, BacTiter-Glo luminescence; actives 1.3% (n = 300,000); 6 h; AID 1662, 2009; inhibition, % at 7.5 µM;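 active = mean replicate score, as percent of positive control median, at least 50; inconclusive = mean below 50 but one replicate at or above 50; inactive = mean and every replicate below 50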;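 note: strain carries kanamycin resistance gene driven by streptokinase promoter and grows in 40 µg/ml kanamycin; loss of luminescence reflects streptokinase promoter inhibition or plain growth inhibition; 0% = median of DMSO wells and 100% = positive control at its reference dose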
# HSF1 activator: HSF-1 activators, primary screen, NIH3T3-HGL cells, MG132 stress, luminescence, single point; AID 504408, 2011; NIH3T3-HGL HSF-1 luciferase reporter, 8 h; 100% = twice DMSO control signal; activation, % at 9 µM; actives 1.7% (n = 300,000);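 active = mean replicate activation of at least 50% with a set share of replicates each reaching 50%; inconclusive = only one of those two conditions met; inactive = mean below 50% and too few replicates reaching it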;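 note: 0% = median of the neutral control wells and 100% = twice that signal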
# HSP90 refold inh: HSP90 inhibitors, primary screen, cell lysate, luminescence. Rabbit reticulocyte lysate, luciferase refolding luminescence, 3 h. actives 0.91% (n = 290,000). inhibition, % at 5.6 µM. Heat shock protein HSP 90 (rabbit reticulocyte lysate; luciferase refolding). AID 1789, 2009;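 active = inhibition above the screen-wide mean plus 3 SD, computed separately per campaign, cut at about 16% in these data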;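 note: 0% = DMSO wells and 100% = 60 µM geldanamycin wells; inhibitors lower the luminescence because luciferase stays unfolded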
# HIF act: HIF pathway transcriptional activators, primary screen, cell-based, U2OS HRE-luciferase, luminescence; actives 0.32% (n = 300,000); AID 1910, 2009; U2OS HRE-luciferase reporter; normalized: DMSO 0%, desferrioxamine 100%; activation, % at 7.5 µM (by protocol);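 active = mean activation of at least 10% of the iron chelator positive control signal, with at least half of replicates also reaching 10%; inconclusive = mean and replicate majority disagree about reaching 10%; inactive = mean and most replicates under 10%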
# aSyn UTR inh: MLPCN primary screen, SNCA 5' untranslated region | inhibition, % (tested at 7.5 µM) | alpha-synuclein 5'UTR reporter, inhibitor activity | actives 0.82% (n = 300,000); in the data active = inhibition above about 60%; inconclusive = no clear call, values can overlap the other calls;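 note: H4 neuroglioblastoma cells stably carrying SNCA 5'UTR luciferase fusion; 0% = DMSO wells and 100% = positive control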
# Platelet DG rel: inhibitors of platelet dense granule secretion, primary screen, cell-based, MLPCN, human platelets; actives 0.22% (n = 300,000); human platelet-rich plasma, SFLLRN dense granule ATP release, luminescence; inhibition, %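 (compounds screened at 7.5 µM in platelet-rich plasma)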; AID 1663, 2009;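 active = mean replicate score, as percent of positive control, at or above 50; inconclusive = mean below 50 but at least one replicate at or above 50; inactive = mean and every replicate below 50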
# An asterisk follows results filed as active; ? = inconclusive; nt = not tested or not shown.
SMILES,KLF5 inh,HSF1 inh,AI-2 QS mod,IEC-6 cytotox,SKKanGAS inh,HSF1 activator,HSP90 refold inh,HIF act,aSyn UTR inh,Platelet DG rel
O=C(Nc1ccc(Cc2ccncc2)cc1)c1ccc([N+](=O)[O-])o1,-22,98,?,51*,1,144*,-1,7.0,-150,1
CCc1ccc(OCC(=O)Nc2ccc(N3CCN(C(=O)c4ccccc4)CC3)cc2)cc1,-12,18,17,2,-3,9,0,-0.2,2,7
COc1ccc2oc(=O)c(C(=O)Nc3ccccc3C)cc2c1,-142,30,-9,-6,0,33,1,4.0,-199,-1
COc1ccccc1OCCn1cc(/C=C(\C#N)C(=O)NCc2cccs2)c2ccccc21,9,10,13,-8,14,14,-8,-0.2,17,-8
COc1ccc2[nH]c(=O)c(CN(Cc3ccc4c(c3)OCO4)C(C)=O)cc2c1,10,-4,5,-3,-3,-16,-1,2.4,10,4
CCN(CC(=O)Nc1c(F)cccc1F)C(=O)CSCc1c(C)noc1C,nt,-3,18,nt,-3,-5,nt,0.1,2,3
Cc1ccc2oc(-c3ccccc3)nc2c1,-26,36,22,-1,-2,69*,-5,2.2,-188,19
O=C(CSc1nc2ccccc2c(=O)n1Cc1ccco1)c1ccccc1,-17,13,30,-1,-10,13,3,1.1,14,-1
O=C(CSCC(=O)Nc1nc(-c2ccc3c(c2)OCO3)cs1)Nc1nccs1,-7,16,-31,2,-4,33,5,2.5,-111,2
Cc1cccc(C)c1Nc1nnc(SCC(=O)NC2CCS(=O)(=O)C2)s1 (centres undefined),2,-4,11,-7,-5,-14,-6,0.0,-2,-2
Cc1cccc(NC(=O)[C@@H]2CCCN2C(=O)OC(C)(C)C)c1,-35,-17,6,-2,-1,-28,2,0.1,-6,13
O=C(NNC(=O)C1CC(=O)N(Cc2ccccc2)C1)c1ccc(F)cc1 (centres undefined),nt,-4,17,nt,-2,-15,nt,-0.5,-31,8
CCc1cccc(CC)c1NC(=O)COC(=O)c1ccc(F)c(S(=O)(=O)N(CC)CC)c1,5,-3,8,-2,-3,3,-2,-0.1,5,-5
Cc1nc2sc3c(c2c(=O)n1/N=C/c1ccco1)CCCC3,-27,4,11,3,-4,2,-1,0.4,10,2
Cc1cccc(C(=O)N2CCC(=O)N(C(COCc3ccc(Cl)cc3)Cc3ccccc3)CC2)c1 (centres undefined),-9,-2,5,6,12,-9,0,0.5,-4,-2
CCOC(=O)c1sc(NC(=O)Nc2ccccc2)cc1C,-129,28,16,4,-26,82*,-3,1.9,-48,-2
S=c1[nH]nc(C2CCCCC2)n1/N=C/c1ccc(Br)cc1,-16,6,-15,3,4,13,0,1.3,23,2
O=C(C1CCN(S(=O)(=O)c2cccc3nonc23)CC1)N1CCCCC1,-8,2,nt,1,-5,4,1,-0.6,-15,0
COc1ccc(CCNC(=O)CSc2nc3[nH]ncc3c(=O)n2-c2ccc(Cl)cc2Cl)cc1OC,2,-2,14,3,-3,13,0,-1.2,23,-3
COc1ccccc1C(=O)NC(C)c1ccccc1 (centres undefined),-39,8,-5,-4,2,9,-2,0.0,15,-4
Cc1nc(-c2ccc(C(F)(F)F)cc2)sc1C(=O)NN,-4,-10,4,10,9,-12,3,0.2,-32,-2
S=C(NCc1ccc(Cl)cc1Cl)Nc1ccccc1,-20,nt,-7,2,7,nt,-4,nt,15,15
CC(=O)NC(=O)c1cnn(-c2ccccc2)c1N,-8,-4,29,2,-2,0,0,0.0,-3,10
CCOc1ccc(Cc2nc(C)c(CC(=O)N3CCCCC3)c(=O)[nH]2)cc1,-14,-8,24,-1,-7,5,-2,0.1,2,-2
O=C1C2C3C=CC(CC3)C2C(=O)N1/N=C/c1c(O)ccc2ccccc12 (centres undefined),-7,5,29,-5,-1,18,1,-0.6,4,0
# Following part
SMILES,KLF5 inh,HSF1 inh,AI-2 QS mod,IEC-6 cytotox,SKKanGAS inh,HSF1 activator,HSP90 refold inh,HIF act,aSyn UTR inh,Platelet DG rel
COc1cc(S(=O)(=O)N(Cc2ccccn2)Cc2ccco2)ccc1-n1cnnn1,-46,-11,10,2,19,-7,-2,0.0,11,2
O=C(Nc1ccc(-c2cnco2)cc1)c1ccc(Cl)cc1,-28,nt,32,4,-3,nt,2,nt,nt,nt
COc1ccc(S(=O)(=O)NCCc2csc(C)n2)cc1C,-15,-16,18,0,-3,-10,-2,0.3,-1,-7
COCCNC(=O)c1cccc(OC2CCN(Cc3ccc(Cl)c(F)c3)CC2)c1,-15,18,12,-4,-5,?,-2,-0.7,1,0
CN(C)c1ccc(NC(=O)CN2CCN(c3ccc(F)cc3)CC2)cc1,-38,4,-3,-4,3,3,2,-2.2,2,5
CC(C)n1cc(C(=O)N2CCCC(Nc3ccc(F)c(F)c3)C2)cn1 (centres undefined),-19,-1,24,4,-2,11,-5,1.2,-21,-1
CCc1ccc2nc(Nc3ncc(C(C)=O)c(C)n3)nc(C)c2c1,-34,-11,26,-3,6,7,-5,-0.7,-3,-10
Cc1cccc(-n2ncc3c(NCCCn4ccnc4)ncnc32)c1,-37,3,13,2,0,23,2,2.4,-129,5
COc1ccc(OCC(=O)Nc2ccc3c(c2)nc(CCN2CCCCC2)n3C)cc1,-22,40,23,-7,-7,63*,-1,1.2,-7,-1
CC(=O)Nc1ccc(-c2csc(N/N=C(/C)c3ccccc3)n2)cc1,-1,1,35,-3,-4,9,1,1.7,-102,-2
O=C(O)CCCCCNCc1ccncc1,-36,-8,8,4,5,-6,-4,-0.6,9,-9
O=C(O)c1cc(-c2ccc(O)cc2)on1,7,-1,21,3,-4,-2,11,0.0,-15,5
C/C(=N\n1c(C)cc(C)c(C#N)c1=O)c1cccs1,-47,-13,3,-4,2,-12,-3,-0.2,11,14
COc1ccc(C)cc1S(=O)(=O)N1CCN(C(=O)c2ncoc2-c2ccccc2C)CC1,-8,3,32,9,-1,13,-4,-0.6,-8,8
COc1ccc(OC)c(C(=O)c2c(C)oc3cc(Br)c(O)c(CN(C)C)c23)c1,nt,-3,20,nt,1,0,nt,-0.6,11,1
C=C(C)CSc1nnc([C@H](CCSC)NC(=O)OC(C)(C)C)o1,-7,-1,10,1,-4,-25,2,-0.1,-2,6
O=C(c1cc(-c2ccc(Cl)cc2)on1)N1CCc2ccccc2C1,-3,1,9,0,9,9,-3,-0.3,10,0
CCn1c(-c2ccc(N)cc2)nc2ccccc21,-19,-10,19,3,-4,-7,-5,nt,-18,6
CCCc1c(C(=O)N/N=C/c2ccco2)nnn1-c1nonc1N,-21,-1,6,7,-5,-2,-1,-0.1,-17,1
O/N=C(\c1ccc(Cl)cc1)c1cc2ccccc2o1,-16,1,-14,0,13,1,2,-0.1,11,11
COc1ccc(CNC(=S)Nc2ccc(-c3ccccc3)cc2)cc1,-24,-40,25,-4,4,-38,3,-2.2,50,-4
Cc1cc(NC(=O)c2cccc(S(=O)(=O)Nc3cccc(C(=O)O)c3)c2)no1,9,-9,-19,3,1,-13,-2,-0.4,12,-2
COc1ccc(C(N)=S)cc1,-12,-6,6,2,5,17,-5,-0.2,-27,5
CCc1nc2scc(-c3ccccc3)c2c(=O)n1N,31,-1,-4,-1,-1,1,-2,-0.2,26,-2
Cc1ccc(S(=O)(=O)NCCCCCC(=O)Nc2ccccc2C)cc1,-18,5,0,-5,1,11,2,0.2,-2,15
# (next part)
SMILES,KLF5 inh,HSF1 inh,AI-2 QS mod,IEC-6 cytotox,SKKanGAS inh,HSF1 activator,HSP90 refold inh,HIF act,aSyn UTR inh,Platelet DG rel
Cc1ccccc1NC(=S)N/N=C/C(C)c1ccccc1 (centres undefined),-35,0,0,-5,-2,-12,-2,3.7,0,-5
CC(C)CNC(=S)N1CCC(NC(=O)c2ccco2)CC1,-20,-6,12,-2,3,-14,-2,-0.7,-1,0
CC(C)(C)NC(=O)c1cccc(NC(=O)CSc2ccccc2)c1,-30,3,14,-11,-5,0,1,-0.1,9,-18
O=C(CSc1nnc(-c2ccc(C(F)(F)F)cn2)o1)Nc1ccccc1Cl,-46,2,-7,2,-17,17,1,2.4,-98,5
CCC(=O)c1ccc(OCC(O)CN(C)C2CCCCC2)cc1 (centres undefined),8,-10,4,2,-6,-9,2,-0.3,-1,11
CCCCC(=O)Nc1ccc(S(=O)(=O)N2CCCCC2c2cccnc2)cc1 (centres undefined),16,-3,29,-3,-3,-10,4,-0.5,-21,-9
O=C(Nc1cccc(NC(=O)c2ccc(Br)cc2)c1)c1ccccc1,-26,-6,23,7,-3,1,3,-0.2,5,15
O=C(Nc1ccnc(-c2ccncc2)n1)c1ccc(F)cc1,16,-4,-10,4,-2,7,-4,-0.1,-20,4
CCCC(C)c1nnc(NC(=O)CCS(=O)(=O)Cc2ccccc2)s1 (centres undefined),-22,-4,7,-4,-3,8,-1,-0.3,2,-2
CCOC(=O)CSc1nnc(CNC(=O)c2ccccc2OC)n1-c1ccc(OC)cc1,14,1,23,1,-2,-20,-3,0.7,-7,-7
Cc1cc(Cl)c(S(=O)(=O)N/N=C/c2ccc3c(c2)OCO3)c(Cl)c1,-14,0,27,-4,23,7,-1,0.0,-22,14
O=C(CNC(=O)c1ccc(Br)cc1)NCC(=O)OCC(=O)c1ccccc1,11,nt,15,-6,10,nt,-1,-0.4,19,1
Fc1ccc(NCc2nnc(SCc3nnc(-c4ccccc4)o3)n2Cc2ccccc2)cc1,2,6,18,2,11,-3,-3,-0.8,25,-4
COc1ccccc1C(=O)Nc1ccnn1C1CCN(CC2CC=CCC2)CC1 (centres undefined),-9,-2,0,-3,-2,2,-7,-0.4,-5,-2
COc1ccc(-c2ccc(C#N)c(SCC(=O)Nc3sc4c(c3C#N)CCC4)n2)cc1,-15,-29,21,7,3,-41,1,-1.4,-36,3
O=C(Cn1cnc2sc(-c3ccccc3)cc2c1=O)N1CCOCC1,3,-8,-57,3,-7,-9,8,0.6,-10,5
Cc1cc(-c2ccccc2)n(-c2ccccc2)n1,-72,6,4,-3,14,18,-1,3.5,-84,11
c1cc2c(cc1-c1csc(NNC3=NCCCCC3)n1)OCCO2,-55,-1,12,4,11,-10,5,1.1,-70,-1
CC[C@@H](C)C(C(=O)N1CCN(C(=O)OC(C)(C)C)CC1)n1cc(-c2cn([C@@H](C)C(=O)N3CCN(C(=O)OC(C)(C)C)CC3)nn2)nn1 (some centres undefined),nt,3,11,nt,18,14,nt,-0.4,-26,2
Cc1ccc(-n2c(C)cc3c2CCCC3=O)cc1,-22,-5,27,-3,5,10,1,-0.2,14,0
